ADAM10 inh – ADAM10 inhibition, QFRET primary screen; recombinant ADAM10, EDANS/DABCYL FRET peptide cleavage, 3 h; hit rate 0.62% among 370,000; inhibition, % at 7 µM; AID 720582; O14672;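 active = inhibition above a per-campaign cutoff equal to the mean of compounds falling between control-based bounds plus 3 SD, cut at about 20% in these data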;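 note: 0% = DMSO wells while the 100% control is not disclosed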
LEDGF integ inh – blocks HIV-1 LEDGF/p75-dependent DNA integration; TR-FRET IN-LEDGF/p75 DNA integration, Eu/Cy5; hit rate 0.64% among 370,000; AID 743269; inhibition, % at 3.7 µM;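 active = inhibition above the screen-wide mean plus 3 SD, cut at about 13% in these data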;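 note: signal is the Cy5 over europium emission ratio at 671 and 618 nm; 0% = plate median of compound wells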
KLK7 zymogen act – activators of human kallikrein-7 zymogen; purified proKLK7, EDANS-DABCYL substrate fluorescence; 100% is mature enzyme control, 0% vehicle; hit rate 0.9% among 370,000; P49862; activation, % at 7 µM;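 active = activation above the mean of all tested compounds plus 3 SD, computed per campaign excluding outliers beyond control limits, cut at about 13% in these data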
Target sequence (P49862 whole entry, looked up): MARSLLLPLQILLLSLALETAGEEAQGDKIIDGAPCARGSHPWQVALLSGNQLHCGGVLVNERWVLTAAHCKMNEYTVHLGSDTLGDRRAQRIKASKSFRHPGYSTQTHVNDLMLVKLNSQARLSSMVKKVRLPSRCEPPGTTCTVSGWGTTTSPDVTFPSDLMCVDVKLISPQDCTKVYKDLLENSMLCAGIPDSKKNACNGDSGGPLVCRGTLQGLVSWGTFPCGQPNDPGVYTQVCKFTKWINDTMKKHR
Tn7 DDE FP – inhibitors of Tn7 peptide binding to human fibrin DD(E). inhibition, % at 8.3 µM. P02675. FP displacement of FITC-Tn7 peptide from fibrin DD(E); 0% = median of compound wells per plate. hit rate 0.13% among 370,000. AID 720508;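 active = inhibition above the mean of compounds falling within the control limits plus 3 SD of them, cut at about 14% in these data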;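 note: 0% = plate median of compound wells and 100% = 10 µM Aha-Tn7 peptide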
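Test system – human fibrin DD(E) · Times – 10 min preincubation, 3 h with tracer, room temperature · Detection – fluorescence polarization of the labelled Tn7 tracer · Measure – percent inhibition normalized to high-control wells · Benchmarks – high control wells with 10 µM unlabelled Aha-Tn7 peptide (full inhibition) · Repeats – singlicate testing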
ARFGAP1 inhibitor – inhibits rat ARF GTPase activating protein 1; Arfgap1-stimulated ARF1 GTP hydrolysis, GDP FP detection; inhibition, % at 16.5 µM; hit rate 0.26% among 360,000; Q62848;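 active = inhibition above a per-plate limit, mean inhibition of low control wells plus 3 SD, cut at about 25% in these data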;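 note: 0% = DMSO wells with enzyme and 100% = wells lacking Arfgap1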
Target sequence (Q62848 1-136 limits assumed): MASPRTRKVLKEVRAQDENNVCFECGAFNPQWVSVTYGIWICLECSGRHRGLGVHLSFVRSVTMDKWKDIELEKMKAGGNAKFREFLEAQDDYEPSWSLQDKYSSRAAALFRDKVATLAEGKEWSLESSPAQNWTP
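Assay system: Rat Arfgap1 GAP domain (His6, aa 1-136), purified enzyme | Buffer or medium: HEPES 25 mM pH 7.5, NaCl 150 mM, MgCl2, DTT | Schedule: GTP hydrolysis reaction 2 h at 25 °C | Signal: FP of antibody-bound GDP Alexa 633 tracer, ex 620/em 688 nm | Measure: Percent inhibition of Arfgap1-stimulated GTP hydrolysis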
TDP2 absorb – TDP2 (human) inhibition, absorbance primary screen | inhibition, % at 12.8 µM | recombinant TDP2, T5PNP hydrolysis, p-nitrophenol absorbance 415 nm | O95551 | hit rate 0.34% among 370,000;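 active = inhibition above the mean of all tested compounds plus 3 SD, set per campaign, cut at about 25% in these data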;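 note: 0% = DMSO with enzyme and 100% = buffer with substrate but no TDP2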
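Evaluation: % inhibition relative to enzyme-containing and enzyme-free wells. Material: recombinant human TDP2. Benchmarks: enzyme-free and DMSO wells. Timing: enzyme reaction with compound for 2 h at 37 °C. Compound dosing: 12.8 µM only. Measured by: p-Nitrophenol epi absorbance. Reagent: T5PNP substrate at 5 mM, a TopII-DNA adduct mimic. Replication: single well per compound.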
DDE Tn6 FP inh – inhibitors of Tn6 peptide binding to human fibrin DD(E); P02675; Fibrin DD(E) TRITC-Tn6 fluorescence polarization displacement; inhibition, % at 8.3 µM; hit rate 0.21% among 370,000;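 active = inhibition above a per-campaign cutoff: mean of compounds within control limits plus 3 SD, cut at about 15% in these data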;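 note: 0% = median of all compound wells on the plate and 100% = blocking peptide control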
PLCg1 inh – blocks human PLC-gamma1 enzyme activity | P19174 | purified PLC-gamma1, fluorogenic substrate, fluorescence | inhibition, % at 12.2 µM | hit rate 0.84% among 370,000 | AID 720700; in the data active = inhibition above about 9.5%
ASAP1 inh – ASAP1 ArfGAP inhibition. ASAP1-stimulated ARF1 GTP hydrolysis, GDP FP detection. hit rate 0.19% among 360,000. AID 624377. inhibition, % at 16.5 µM; in the data active = inhibition above about 25%;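 note: 0% = vehicle with enzyme and substrate and 100% = no enzyme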
ADAM17 inh – inhibits human ADAM17 | hit rate 0.83% among 370,000 | P78536 | recombinant ADAM17, EDANS/DABCYL FRET peptide cleavage | inhibition, % at 6.95 µM;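 active = inhibition above the mean of compounds lying between control limits plus 3 SD, set per campaign, cut at about 8.5% in these data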;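 note: 0% = DMSO-only wells as the low control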
Target sequence (P78536 215-824 limits assumed): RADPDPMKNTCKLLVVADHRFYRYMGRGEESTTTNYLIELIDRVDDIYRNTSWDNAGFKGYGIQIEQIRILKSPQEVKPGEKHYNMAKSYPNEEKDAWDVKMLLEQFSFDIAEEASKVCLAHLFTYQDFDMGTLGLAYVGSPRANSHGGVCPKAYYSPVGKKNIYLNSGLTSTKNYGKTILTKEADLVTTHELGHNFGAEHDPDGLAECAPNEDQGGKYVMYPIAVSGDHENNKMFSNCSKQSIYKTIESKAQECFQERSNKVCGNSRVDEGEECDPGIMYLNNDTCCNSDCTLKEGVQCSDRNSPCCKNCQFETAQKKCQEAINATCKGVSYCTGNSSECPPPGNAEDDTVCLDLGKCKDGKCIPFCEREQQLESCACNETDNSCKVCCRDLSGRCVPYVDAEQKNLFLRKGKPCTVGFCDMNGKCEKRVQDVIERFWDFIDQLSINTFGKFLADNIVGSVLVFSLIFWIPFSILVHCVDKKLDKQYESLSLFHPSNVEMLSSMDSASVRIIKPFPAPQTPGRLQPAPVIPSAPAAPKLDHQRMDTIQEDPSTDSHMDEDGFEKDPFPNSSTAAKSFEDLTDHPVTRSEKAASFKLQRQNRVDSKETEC
Starred values were filed as active, the others as inactive; . = no result given.

SMILES	ADAM10 inh	LEDGF integ inh	KLK7 zymogen act	Tn7 DDE FP	ARFGAP1 inhibitor	TDP2 absorb	DDE Tn6 FP inh	PLCg1 inh	ASAP1 inh	ADAM17 inh
CCOC(=O)c1c(NC(=O)C2C3C=CC(C3)C2C(=O)O)sc2c1CCC(CC)C2 (stereo unspecified)	0.0	3.9	0.2	-5.6	-5.3	-16.2	2.5	6.7	11.3	4.6
C=CCSc1ncc(CO)n1Cc1ccccc1	0.5	4.9	-0.4	2.5	0.5	6.3	2.6	-0.1	6.5	-2.1
N#Cc1cccc(NC(=O)CC2CCCCC2)c1	6.8	-1.1	-0.3	2.7	-9.7	-0.9	5.2	-1.5	-3.8	-4.9
O=C(Cn1ncc2c([nH]c3ccccc32)c1=O)N1CCN(c2ccc(F)cc2)CC1	-6.7	-2.7	-0.4	-4.1	-5.4	-11.2	-6.8	6.3	-11.3	2.0
COc1cc(C(=O)c2ccc3c(c2)OCO3)cc(OC)c1OC	-1.9	-1.5	-0.8	-0.5	1.0	7.5	3.3	-1.3	-1.0	1.7
Cc1ccc(NC(=O)COC(=O)C2CSC3(C)CCC(=O)N23)cc1S(=O)(=O)N1CCOCC1 (stereo unspecified)	-4.0	-2.8	0.5	3.6	2.2	-3.3	6.3	-0.7	-1.9	-3.9
Cc1ccc(/C=C/C(=O)c2c(C)nc3ccccn23)cc1	8.2	-4.5	-2.4	-2.3	8.3	0.8	-0.8	-1.1	8.9	-0.8
CCC(=O)c1ccccc1OCCSc1nc(C)cc(=O)[nH]1	1.5	3.1	-0.1	-6.6	17.5	-3.0	-1.2	4.6	-0.1	0.3
CCC(=O)OC1CSc2nc3ccccc3n2C1 (stereo unspecified)	-7.0	1.6	0.3	4.4	-4.0	6.0	3.6	-1.3	-4.0	-2.9
COc1ccc(-c2[nH]ncc2CN2CCCC2c2nonc2C)c(F)c1 (stereo unspecified)	0.3	-0.3	-0.6	-1.3	5.3	12.9	-6.5	0.6	-13.1	-3.2
CCOC(=O)N1CCN(C(=O)C2CCN(S(=O)(=O)c3cc(Cl)ccc3Cl)CC2)CC1	3.7	-2.4	0.4	3.6	17.4	1.0	2.9	-0.5	-3.2	-1.2
CC(Sc1nnnn1C1CCCC1)C(=O)Nc1cccc(S(=O)(=O)N2CCOCC2)c1 (stereo unspecified)	-9.1	0.7	1.4	8.8	-14.4	5.0	1.8	-1.5	-12.8	0.2
C/C=C\C(=O)Nc1cccc(C2=NOC3(C2)C[C@@H](C(N)=O)N(C(=O)C2(C)CC2)C3)c1 (stereo partly specified)	-0.9	2.1	0.0	4.3	6.4	-1.9	-5.7	4.9	2.8	-0.3
COc1ccc(NC(=O)c2ccc(-c3nn(C)c(=O)c4ccccc34)cc2)cc1	6.6	-2.3	-0.5	-0.4	-2.5	-6.6	-1.9	-0.5	-7.2	-4.0
O=C(CSc1ccc2ccccc2n1)N/N=C/c1ccccc1O	4.5	-7.4	-0.3	-4.0	1.3	-15.0	3.3	-5.9	0.9	-2.9
Cc1ccc(-c2nnn(CC(=O)Nc3cccc4c3CCCC4)n2)o1	7.5	-1.5	0.9	-1.8	10.6	8.4	-5.6	4.5	11.2	0.4
CCCCn1c(N)c(N(CC)C(=O)c2ccc(Cl)c([N+](=O)[O-])c2)c(=O)[nH]c1=O	3.5	-4.7	-0.6	5.8	4.4	5.1	3.0	1.9	5.2	-2.8
CCCCn1c(SCC(=O)c2c(N)n(C3CC3)c(=O)[nH]c2=O)nc2cc(S(N)(=O)=O)ccc21	-13.2	-1.4	-0.2	-2.7	12.1	8.0	-2.5	-0.1	1.2	3.0
Cc1ccc(S(=O)(=O)N2CCCOC2CNC(=O)C(=O)NCCC2=CCCCC2)cc1 (stereo unspecified)	7.2	-1.8	-0.6	-1.8	-4.3	-4.8	-0.5	-0.7	-3.8	4.3
COc1ccc(NC(=O)CCCNC(=O)Cn2cnc3sc(C)c(C)c3c2=O)cc1OC	3.7	-3.0	0.0	0.9	-9.3	-10.2	0.3	-0.2	-3.0	-4.7
CN(/C(=N/S(=O)(=O)c1cccs1)c1ccccc1)c1ccccc1	3.9	1.0	-0.5	3.4	3.0	-0.3	0.9	1.8	-2.9	-0.2
Cc1cc(=O)n2nc(N3CCC(C(=O)NCc4ccc(F)cc4)CC3)sc2n1	3.2	2.5	-0.2	2.0	-10.5	16.3	-9.3	0.1	10.9	0.3
S=c1[nH]nc(-c2cc(-c3ccccc3)n[nH]2)n1/N=C/c1ccccc1	5.1	-0.5	0.3	0.5	-5.0	7.3	-3.6	-1.4	8.7	-1.3
O=C1NCC(Nc2ccc(Cl)cc2)C(=O)N1 (stereo unspecified)	-9.8	-1.4	0.4	-1.5	4.4	3.9	5.6	-1.7	-19.1	-2.8
Cc1ccc(OCC(=O)NN2C(=O)c3ccccc3C2=O)c(C)c1	-14.1	-0.1	-0.3	9.1	6.0	2.3	-5.2	-5.0	-1.8	1.0
O=C(NC1CCCCN(Cc2ccc(Cl)cc2)C1=O)c1cc(-c2ccccc2)no1 (stereo unspecified)	7.2	0.7	-0.1	-6.8	.	10.0	-1.4	0.1	.	2.1
COc1cc(OC)cc(C(=O)NCC(=O)OC2CCCCC2=O)c1 (stereo unspecified)	-10.7	-0.9	-0.5	-2.0	-3.0	11.1	5.0	-1.7	5.5	-4.0
CCOc1ccc(N(C(C)C(=O)Nc2ccc(OC)cc2)S(C)(=O)=O)cc1 (stereo unspecified)	-0.3	-2.0	-0.1	1.6	-5.5	10.6	3.5	1.8	-5.5	-1.0
c1ccc(Cc2nnc3n2CCCCC3)cc1	-4.4	0.7	-0.3	13.1	-1.7	4.7	8.2	-0.2	-2.9	-4.2
CCOc1ccc(C(=O)OCC(=O)c2c(N)n(C)c(=O)n(C)c2=O)cc1OCC	1.2	1.9	0.2	-0.5	5.0	7.0	4.4	-1.7	-13.2	-3.2
Cc1ccnc(SCC(=O)Nc2c(C)n(C)n(-c3ccccc3)c2=O)n1	-1.5	-2.6	-0.1	-4.8	8.0	5.1	-1.3	3.4	16.6	-0.5
CCOC(=O)c1c(NC(=O)COC)sc2c1CCCC2	-2.9	1.9	0.4	1.3	11.1	11.4	-1.8	-1.4	0.1	-8.6
Cc1cc(/N=C/N(C)C)on1	-2.7	-1.8	0.2	3.3	-6.6	6.2	-2.3	0.7	-11.0	0.8
Brc1ccccc1C1Cc2nnccc2CN1 (stereo unspecified)	-6.2	1.5	1.4	6.2	16.7	8.0	-5.4	-2.5	-8.0	-1.2
O=C(Cn1cccc1)Nc1ccc(OC(F)(F)F)cc1	7.2	0.1	0.1	5.6	-0.1	6.0	-8.2	4.2	15.4	-3.4
O=C1NC2(Nc3ccccc31)C(=O)Nc1ccc(Br)cc12 (stereo unspecified)	-105.5	-0.7	1.9	5.7	-6.2	9.4	-2.0	-106.7	2.0	-36.6
COc1ccc(-n2cnc3c(N)nc(N)nc32)cc1	-11.9	-4.5	0.6	3.1	-6.2	-5.0	-3.1	-2.1	7.4	-2.5
O=C(COC(=O)/C=C/c1cccc(Br)c1)NCCC1=CCCCC1	0.8	0.1	-0.4	2.9	7.0	-5.2	-0.6	-5.0	6.7	0.4
COc1ccc(C(=O)NCCCC2CCCC2)cc1OC1CCN(C(C)C)CC1	-10.8	-0.7	0.6	-4.3	-1.9	4.1	-1.3	2.5	-15.3	-1.0
Cc1ccc(NC(=O)CN(C)C(=O)C(Sc2ccccc2)c2ccccc2)cc1 (stereo unspecified)	-1.4	-8.4	0.6	5.0	-5.2	-4.6	-5.3	0.6	-8.7	0.1
CC(NCc1ccccc1OC1CCCC1)c1ccccc1 (stereo unspecified)	-3.4	-4.2	0.1	-0.4	17.3	-1.1	-4.8	0.4	0.2	-4.7
C/C(=N\NC(=O)CNc1ccccc1)c1ccccc1	-8.0	1.7	0.0	-2.7	4.8	2.0	1.2	-1.2	-4.5	-3.6
O=C1NC(=O)/C(=C\c2ccccc2Oc2ccc(F)c(F)c2)S1	5.4	0.6	-0.2	-0.1	2.7	-1.5	3.2	1.3	-16.8	1.6
CC(C(=O)N1c2ccccc2Sc2ccccc21)n1nnc(-c2cccs2)n1 (stereo unspecified)	19.3	3.9	0.5	-4.1	4.3	-7.3	-4.2	1.9	-3.5	1.4
O=C(CSc1nnc(-c2ccncc2)n1CCc1ccccc1)NCc1ccccc1	2.0	-0.8	-0.2	1.2	10.1	11.1	-6.9	-3.6	-13.7	-9.9
O=C(NN=Cc1ccc([N+](=O)[O-])cc1)C1CC1	-0.2	2.4	0.3	-0.6	2.1	-4.2	-0.4	4.7	4.1	2.4
CC(=O)N1CCc2cc(S(=O)(=O)CCC(=O)N3CCc4ccccc4C3)ccc21	3.9	-2.6	0.1	8.8	4.7	-10.7	1.1	-1.9	-10.3	-5.3
Clc1nc2sccn2c1/C=N/n1cnc2ccccc21	5.2	2.9	-1.0	8.8	3.0	4.6	-5.9	1.7	18.0	-5.5
CCCCC(=O)Nc1nn(CC(C)C)c2nc3ccccc3cc12	-16.3	0.4	-0.2	-3.7	12.4	0.1	-8.8	-49.0	5.7	-5.1
CC(=O)c1ccc(NC(=O)CCc2c(C)nc3ncnn3c2C)cc1	-13.8	-0.9	0.2	2.1	4.3	6.8	-6.4	0.0	5.1	-5.6
CCc1nc2ccc(C(=O)NCCC(C)C)cn2c1N(CC)CCN(C)C	-22.4	1.3	-1.1	2.4	-8.2	-0.1	-5.0	-5.9	3.0	-10.7
COc1ccc(CNC(=O)CSc2nnc3c(n2)[nH]c2ccccc23)cc1	3.4	-3.6	0.2	4.0	-1.1	6.0	0.1	-2.0	0.1	-0.9
C[n+]1c2n(c3ccccc31)N=C(c1ccc(Cl)cc1)CS2	0.7	1.3	0.1	-7.6	-2.3	-0.1	6.9	5.0	0.3	2.9

Screening data as filed in PubChem BioAssay.

Compounds were not picked by outcome (roughly 4.2% active in at least one column).
